ssDAF-12 act: S. stercoralis DAF-12 nuclear receptor activators, primary screen, cell-based, luminescence, HEK293, GRIP1 co-expression, lit1-tk-luc; Nuclear hormone receptor DAF-12 (Strongyloides stercoralis); activation, % at 6.8 µM; HEK293 ssDAF-12/GRIP1 lit1-tk-luc reporter; % of 3 µM dafachronic acid response; 370,000 compounds, 1% hits; AID 652126, 2013;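 active means activation above the mean over all tested compounds plus 3 SD, cut at about 0.9% in these data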;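 further: 0% = DMSO-only wells and 100% = 3 µM delta7-dafachronic acid wells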
MBD2 inh: inhibitors of MBD2 binding to methylated DNA, primary screen, biochemical, TR-FRET, DNA-binding domain, human; AID 686964, 2013; 370,000 compounds, 0.31% hits; MBD2 binding to methylated oligonucleotide; inhibition, % at 4.4 µM; in the data active means inhibition above about 13%
DAX1 inh-1: DAX1 (NR0B1) inhibitors, primary screen, cell-based, HEK293, Gal4-DAX1, luciferase luminescence. AID 504766, 2011. Nuclear receptor subfamily 0 group B member 1 (Homo sapiens), P51843. inhibition, % at 6.75 µM. 340,000 compounds, 0.99% hits. HEK293 Gal4-DAX1 luciferase reporter;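 active means inhibition above the mean over all tested compounds plus 3 SD, cut at about 4.2% in these data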;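 further: 0% = DAX1-transfected cells with DMSO and 100% = empty-vector control cells with DMSO; inhibition shows as a rise in luminescence from relieved DAX1 repression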
hcDAF-12 act: H. contortus DAF-12 nuclear receptor activators, primary screen, cell-based, luminescence, HEK293, lit1-tk-luc reporter; HEK293 hcDAF-12 lit1-tk-luc reporter; 0% DMSO, 100% Δ7-dafachronic acid; 370,000 compounds, 1.4% hits; activation, % at 6.8 µM;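 active means activation above the mean of all tested compounds plus 3 SD, cut at about 5.5% in these data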;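 further: 100% = response to 3 µM Δ7-dafachronic acid high control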
PLC-beta3 inh: human PLC-beta3 inhibitors, primary screen, biochemical, fluorescence | 1-phosphatidylinositol 4,5-bisphosphate phosphodiesterase beta-3 (Homo sapiens), Q01970 | Purified PLC-beta3, fluorogenic substrate | inhibition, % at 12.2 µM | 370,000 compounds, 0.18% hits; in the data active means inhibition above about 11%;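 further: 0% = median of compound wells on plate and 100% = full blocker control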
ADAM17 inh: ADAM17 inhibitors, primary screen, biochemical, QFRET | recombinant ADAM17, EDANS/DABCYL FRET peptide cleavage | Disintegrin and metalloproteinase domain-containing protein 17 (Homo sapiens), P78536 | inhibition, % at 6.95 µM | 370,000 compounds, 0.83% hits;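 active means inhibition above the mean of compounds lying between control limits plus 3 SD, set per campaign, cut at about 8.5% in these data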;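 further: 0% = DMSO-only wells as the low control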
Target sequence (P78536 215-824 limits assumed): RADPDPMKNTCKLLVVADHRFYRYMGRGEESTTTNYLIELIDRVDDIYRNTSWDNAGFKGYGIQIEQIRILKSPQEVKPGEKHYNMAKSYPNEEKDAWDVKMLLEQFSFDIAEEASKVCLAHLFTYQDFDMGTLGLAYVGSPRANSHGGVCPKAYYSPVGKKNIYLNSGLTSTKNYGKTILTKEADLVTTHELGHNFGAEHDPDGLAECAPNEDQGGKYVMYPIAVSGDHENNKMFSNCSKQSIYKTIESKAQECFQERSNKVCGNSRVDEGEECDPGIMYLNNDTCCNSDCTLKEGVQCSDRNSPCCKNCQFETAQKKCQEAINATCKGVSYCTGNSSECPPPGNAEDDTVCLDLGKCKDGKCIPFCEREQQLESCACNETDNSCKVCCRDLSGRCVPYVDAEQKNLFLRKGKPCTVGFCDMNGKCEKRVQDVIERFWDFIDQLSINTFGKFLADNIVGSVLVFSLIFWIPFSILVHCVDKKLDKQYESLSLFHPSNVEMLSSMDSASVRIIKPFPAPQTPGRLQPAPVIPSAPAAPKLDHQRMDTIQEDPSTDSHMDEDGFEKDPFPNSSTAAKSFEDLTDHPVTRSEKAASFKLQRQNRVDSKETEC
NR1D1 modulator: modulators of Rev-erb alpha DNA binding, primary screen, biochemical, FITC-DNA, fluorescence polarization, uHTS; 370,000 compounds, 0.79% hits; activity, % at 10 µM; Rev-erbα–FITC-DNA binding, 90 min; AID 1259318, 2017;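 active means activity above about 14%, limit read from the data; passing the limit was not always enough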;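 further: 0% = DMSO wells with 35 nM protein and 100% = DMSO wells with 750 nM protein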
hgDAF-12 ag: H. glycines DAF-12 receptor agonists, primary screen, cell-based, luminescence, HEK293, GAL4 fusion, UAS-luciferase. Nuclear hormone receptor DAF-12 (Heterodera glycines), GAL4 fusion. HEK293 GAL4-hgDAF12 UAS-luciferase reporter, agonist luminescence; normalized to butyrate control. activation, % at 6.8 µM. 370,000 compounds, 1.8% hits. AID 687014, 2013;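 active means activation above a cutoff set at the mean of all screened compounds plus 3 SD, cut at about 10% in these data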;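 further: 0% = DMSO wells and 100% = sodium butyrate wells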
PLC-gamma1 inh: PLC-gamma1 enzyme inhibitors, primary screen, biochemical, fluorescence, purified enzyme. 1-phosphatidylinositol 4,5-bisphosphate phosphodiesterase gamma-1 (Homo sapiens), P19174. fluorogenic substrate. inhibition, % at 12.2 µM. 370,000 compounds, 0.84% hits; in the data active means inhibition above about 9.5%
DAX1 inh-2: DAX1 (NR0B1) inhibitors on StAR promoter, primary screen, cell-based, luminescence, SF-1 (NR5A1), full-length DAX-1. HEK293T StAR-luciferase reporter, SF-1/DAX-1 repression relief. inhibition, % at 6.8 µM. 370,000 compounds, 1.1% hits. AID 652010, 2013;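 active means inhibition above the mean over all tested compounds plus 3 SD, cut at about 3.6% in these data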;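 further: 0% = DAX-1 cells with DMSO and 100% = cells lacking DAX-1 with DMSO; higher inhibition means more luminescence from relief of DAX-1 repression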
SMARCA2 act: SMARCA2 (BRM) function activators, primary screen, cell-based, luminescence, high throughput | MG213 cells, MMTV-luciferase reporter, dexamethasone, overnight | activation, % at 9.1 µM | 370,000 compounds, 1% hits; in the data active means activation above about 7.8%;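 further: 0% = vehicle wells and 100% = reference activator wells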
* = called active by the depositor; i = inactive; . = no result given.

SMILES	ssDAF-12 act	MBD2 inh	DAX1 inh-1	hcDAF-12 act	PLC-beta3 inh	ADAM17 inh	NR1D1 modulator	hgDAF-12 ag	PLC-gamma1 inh	DAX1 inh-2	SMARCA2 act
CCc1nc2ccccc2c(C(=O)OCC(=O)Nc2ccc(NC(C)=O)cc2)c1C	-2.3	3	0.0	-1.6	-2	-2	0	-4.1	4	-2.7	-3
O=C(NCCCN1CCN(CCCNC(=O)c2ccc3c(c2)OCO3)CC1)c1ccc2c(c1)OCO2	-0.9	-4	0.0	-1.5	0	-2	-3	-0.6	0	0.4	1
O=C1CC[C@@H](O)CCN1CC[C@H](Sc1ccc(Br)cc1)c1ccccc1	-1.6	4	-0.3	-1.3	-2	1	-4	-2.5	4	-0.1	2
CCOC(=O)c1cnn2c(C)cc(-c3ccc(F)cc3)nc12	0.2	0	1.3	2.2	i	-236	-1	12*	i	2.9	5
CCCCNC(=O)c1ccc2nc(CC)c(N(CCC(C)C)CCN(C)C)n2c1	-1.3	-6	.	-1.6	-15	-6	2	-0.7	-11	0.1	-3
CCOC(=O)C1CCN(C(=O)c2cc(S(=O)(=O)N3CCOCC3)ccc2C)CC1	-0.4	-5	0.2	-0.4	-5	-5	-8	1.6	2	-1.2	-1
CCCN(CCC)CCCNC(=O)CNC(=O)c1nn(-c2ccc(OC)cc2)c(=O)c2ccccc12	-1.6	4	1.1	-0.9	-63	-1	2	1.7	-38	1.7	0
CC(C)c1ccc(NC(=O)C2C3C=CC4(O3)C2C(=O)N(CCCN2CCCCC2)C4C(=O)NC2CCCCC2)cc1 (stereo not drawn)	-0.6	11	-0.2	-0.1	-11	-4	4	4.7	2	0.3	0
COc1ccc2c(O)c(-c3c(C)cc(C)cc3C)c(=O)[nH]c2c1	-1.5	-3	0.1	-0.7	-7	-11	5	0.7	1	0.1	0
O=C(NC(=S)Nc1ccc(Br)cn1)c1cncc(Br)c1	-1.3	0	0.2	-0.6	1	-2	19	-0.5	1	0.5	3
O=c1c2sccc2n(Cc2cccc(F)c2)c(=O)n1-c1ccc(F)cc1	-1.2	-2	-0.9	-2.2	-1	-2	7	0.0	-2	-0.3	-1
CC/S(CC1CC1(Cl)Cl)=N\S(=O)(=O)c1ccc(C)cc1 (stereo not drawn)	-1.4	2	-1.0	-1.1	1	-4	5	-0.1	-1	0.9	2
CCCCn1nnnc1C(c1cc2ccccc2o1)N(C)Cc1ccc(Cl)cc1 (stereo not drawn)	-1.8	2	.	-0.9	4	-2	1	3.9	1	-0.9	-1
CC(C)(CCC(=S)N1CCOCC1)c1ccccc1	-1.1	0	-0.7	-0.5	-3	-2	-6	2.9	0	0.1	-2
Cc1c(Cl)c(-c2n[nH]c(=S)n2-c2ccccc2)nn1C	-1.1	-2	1.0	-0.7	3	-2	0	-0.7	0	-0.2	-1
CC(=O)c1cccc(-c2ccnc3c2CC(C(=O)NCc2cccs2)O3)c1 (stereo not drawn)	0.9	-2	.	1.2	-1	-1	5	-4.6	1	3.3	-2
O=c1c2ccccc2nc2n1CCC2	-1.8	-4	1.7	-0.4	4	-4	-1	1.5	-1	0.3	-4
Nc1ccc(-c2nc3ncccc3o2)c(O)c1	-0.6	0	-0.1	3.1	i	i	5	9.2	-471	0.3	7
O=C(c1ccco1)N(Cc1nc2ccccc2c(=O)[nH]1)C1CCCC1	-1.3	1	1.0	-1.7	-4	-4	-1	0.0	-3	-0.4	-2
COc1ccc(-c2c3c(cc(C)[n+]2[O-])oc2ccc(OC)cc23)cc1	-1.6	10	-1.9	-1.6	-33	-10	-2	-2.8	-32	-2.2	-5
Cc1ccc(-c2nnc(-c3cccc(Br)c3)o2)cc1	-0.9	-1	1.0	1.6	-1	-4	-8	7.3	-1	2.1	3
Cc1nc2c(C(=O)NCc3ccco3)cnn2c(C)c1Cc1ccc(F)cc1Cl	-1.4	7	0.8	-2.1	-25	-19	-4	1.8	-17	-0.5	-1
O=C(NNc1cccc(Cl)n1)C(F)(F)F	0.2	-7	0.0	0.7	5	6	6	0.4	4	0.8	-1
O=C(CCS(=O)(=O)c1ccc(Cl)cc1)NCCc1c[nH]c2ccccc12	-0.5	7	-0.1	4.1	-5	-2	5	0.9	-3	-0.4	-1
Cc1ccccc1CN(c1ccc(C(N)=O)cc1)S(C)(=O)=O	-0.6	5	0.5	-1.7	1	-6	-6	-0.5	-2	0.4	-1
Cc1nc(-c2cccc(S(=O)(=O)N3CCOCC3)c2)cs1	-1.9	1	-0.9	-0.2	-2	-2	-1	1.2	-1	0.1	0
COC(=O)NCC(c1cccnc1)N1CCN(c2ccccc2OC)CC1 (stereo not drawn)	-0.8	4	-0.3	0.0	2	-2	0	-1.8	-1	0.3	1
CC(=O)Nc1cccc(-c2ccnc3c2CC(C(=O)Nc2ccc4c(c2)OCO4)O3)c1 (stereo not drawn)	-0.8	3	.	1.3	4	-1	0	-4.5	3	-3.5	-6
O=C(N/N=C/c1ccc2c(c1)OCO2)c1ccc(NC(=O)c2ccc(F)cc2)cc1	-1.4	9	-1.5	-3.2	-191	-51	3	0.3	-154	-0.5	-3
COCCNC(=O)CCCn1c(=O)c2ccccc2n(CC(=O)NCCC2=CCCCC2)c1=O	-1.2	-4	-0.3	0.1	1	0	0	-0.1	5	-0.4	0
COc1ccc(Cl)cc1S(=O)(=O)n1nnc2ccccc21	-1.6	8	-0.3	-1.3	1	-7	-3	-0.4	-2	-0.4	-4
Cc1nc(C(=O)NCCC(C)C)sc1C1(C)CC(c2ccccc2)=NO1 (stereo not drawn)	-1.7	2	-0.6	-2.2	-4	-1	4	1.2	3	-0.6	1
O=C(CSC1=Nc2ccccc2C2=NC(Cc3c[nH]c4ccccc34)C(=O)N12)NC1CCCCC1 (stereo not drawn)	-0.8	6	-2.1	3.0	4	-1	1	2.7	1	0.1	8.6*
COC(=O)C(Cc1ccccc1)NC(=S)NC(=O)c1ccccc1 (stereo not drawn)	-1.4	4	0.9	-0.6	-3	-3	-1	-2.2	4	-0.1	-1
Cc1nc(SCc2ccccc2C)n[nH]1	-1.3	1	-0.5	0.2	3	2	10	1.4	3	-0.7	3
CCOc1ccc(S(=O)(=O)Nc2ccc(C(=O)NNC(=O)c3ccncc3)cc2)cc1	-1.3	1	-0.7	-1.1	-4	-2	5	-1.6	2	-0.5	-2
O=C(Cc1ccc(Cl)cc1)Nc1ccc(S(=O)(=O)Nc2ncccn2)cc1	-0.3	-1	0.7	2.4	-10	1	1	1.2	-2	-0.3	-1
CN(C)n1cnc2ccsc2c1=O	-0.7	4	0.8	-0.5	2	-4	2	-0.5	1	0.1	-2
O=C(CN1CCN(Cc2ccc(Cl)cc2)C1=O)NCCCN1CCOCC1	-1.8	-2	0.9	-1.3	9	-2	1	0.1	5	0.0	-3
CN(C)/C(=N\OC(=O)c1ccccc1)c1nonc1N	-1.0	-1	0.0	-1.8	5	-4	-1	-0.1	0	0.1	4

Bioassay records as filed in PubChem BioAssay.

Rows are unselected; 7.4% or so of the library scored in one or more.
